mHtt clearance = compounds clearing mutant huntingtin protein; HeLa Exon1htt(103Q)mCFP, aggregate imaging; zero = plate's median compound well; inhibition, % at 1.5 µM; 0.42% of 47,000 active; AID 853;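 active = inhibition of aggregate fluorescence above about 70%, also judged a hit by eye on the cell image, limit read from the data, passing the limit was not always enough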;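 also: cells exposed to compound for three days before fixation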
mHtt clearance grain fraction = recorded beside mHtt clearance, whose call it bears; fraction fluorescence in grains; measured here: aggregate grain fluorescence fraction; stronger effect = lower value;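 scaled fraction of total cell fluorescence in grains with unit not stated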
* marks the source's active call; other numbers are inactive results. An excerpt; rates above refer to the full screens.

compound	mHtt clearance	mHtt clearance grain fraction
O=C(CCCOc1ccccc1)Nc1ccc2c(c1)OCCO2	-7	24
COc1ccc(NS(=O)(=O)c2ccc(SC)cc2)cc1	86*	2.2*
COC(=O)c1ccccc1COn1c(=O)c[n+]([O-])c2ccccc21	-130	39
CCc1cc(C(=O)Cc2nc3ccccc3[nH]2)c(O)cc1O	-16	24
CN(C)N1C(N)=C(C#N)C(c2cccnc2)C2=C1CC(C)(C)CC2=O (centres undefined)	17	26
COC(=O)c1c(NC(=O)CSc2nnnn2C)sc(C)c1C	19	16
CSc1nnc(NC(=O)c2cc3ccccc3oc2=O)s1	12	32
COc1ccc(Cc2nnc(N)s2)cc1OC	31	13
CCOCc1nnc(NC(=O)CSCc2ccccc2)s1	2	28
O=C(Cn1nnc2ccccc21)N1CCCCC1	-87	81
Cc1cc(=O)n2c(n1)OC(CO)C2 (centres undefined)	-23	45
O=C(c1ccc(F)cc1)C(CCCCCC(CN1CCOCC1)C(=O)c1ccc(F)cc1)CN1CCOCC1 (centres undefined)	7	37

The list goes on (two carried over from the part before).
compound	mHtt clearance	mHtt clearance grain fraction
Cc1cc(=O)n2c(n1)OC(CO)C2 (centres undefined)	-23	45
O=C(c1ccc(F)cc1)C(CCCCCC(CN1CCOCC1)C(=O)c1ccc(F)cc1)CN1CCOCC1 (centres undefined)	7	37
COc1cccc(C2C(C(=O)Nc3nc4ccccc4s3)=C(C)NC3=C2C(=O)CC(C)(C)C3)c1OC (centres undefined)	-16	39
CCCCCc1c(C)c(C#N)c2nc3ccccc3n2c1-n1ccnc1C	-3	40
Cc1ccc(C)c(/C(O)=C2/C(=O)C(=O)N(CCN3CCOCC3)C2c2ccc(C)o2)c1 (centres undefined)	-45	45
CCC1CC(C)(C(=O)Nc2ccc(S(N)(=O)=O)cc2)OC1=O (centres undefined)	42	18
CCN(c1ccc(OC)cc1)S(=O)(=O)c1ccc2c(c1)CCN2C(=O)CCC(=O)O	-21	22
CC1(C)Cc2c(sc3ncnc(N)c23)CO1	2	17
Cc1oc(-c2cccc(Cl)c2)nc1CN1CCC(C(=O)NCC2CCCO2)CC1 (centres undefined)	-9	47
N#Cc1nc(Cc2cccc3ccccc23)oc1NCc1ccco1	-13	49
CCOC(=O)c1cnc2cc3c(cn2c1=O)CCCC3	15	34
O=C1c2ccccc2C(=O)N1CCc1nc(-c2cccnc2)no1	-15	23
O=C(c1ccc2c(c1)OCCCO2)c1cccs1	4	19
Cc1c(C(=O)c2ccc(Cl)cc2Cl)cnc2cc3c(cc12)OCO3	28	13

Record cards, as listed above. Order of values: mHtt clearance | mHtt clearance grain fraction
Profile of CCCCCc1c(C)c(C#N)c2nc3ccccc3n2c1-n1ccnc1C = -3 | 40
Profile of Cc1oc(-c2cccc(Cl)c2)nc1CN1CCC(C(=O)NCC2CCCO2)CC1 (centres undefined) = -9 | 47
Profile of CCN(c1ccc(OC)cc1)S(=O)(=O)c1ccc2c(c1)CCN2C(=O)CCC(=O)O = -21 | 22

Further results
compound	mHtt clearance	mHtt clearance grain fraction
CCOC(=O)c1oc2ccc(S(=O)(=O)N3CCOCC3)cc2c1C	-64	55
CCOc1ccc(C(=O)Cc2ccc3oc(C(=O)O)cc3c2)c(O)c1	18	17
O=C1CC(c2ccccc2)C(C(=O)O)N1 (centres undefined)	-17	42
CCOC(=O)C1=C(O)/C(=C/N(C)C)N=C1C	-31	26
Nc1nnc(SCC(=O)NC23CC4CC(CC(C4)C2)C3)s1	-145	39
COc1ccc2[nH]c(=O)c(CN(C(=O)c3ccccn3)c3ccccc3)cc2c1	-11	48
CC(C)c1[nH]nc2c1C(c1cccc(OC(=O)N3CCOCC3)c1)C(C#N)=C(N)O2 (centres undefined)	18	18
Cc1ccc(-n2nc3c(c2NC(=O)c2ccc4c(c2)OCO4)CS(=O)C3)cc1 (centres undefined)	-9	18
CCOc1ccc(-c2n[nH]c(C)c2Oc2ccc(OC)cc2)c(O)c1	0	44
Cc1ccc(SCc2[nH]nc3c2C(c2ccco2)C(C#N)=C(N)O3)cc1 (centres undefined)	-30	26
O=C(CCCCCCN1C(=O)c2ccccc2C1=O)N1CCC(c2ccccc2)C1 (centres undefined)	20	15
Cc1ccc(N2CC(C(=O)Nc3ccc(N(C)C)cc3)CC2=O)cc1C (centres undefined)	16	29

In a second layout: 4 of the compounds above.
Screens in order – mHtt clearance | mHtt clearance grain fraction
O=C1CC(c2ccccc2)C(C(=O)O)N1 (centres undefined)
 : -17 | 42
CCOC(=O)C1=C(O)/C(=C/N(C)C)N=C1C
 : -31 | 26
Nc1nnc(SCC(=O)NC23CC4CC(CC(C4)C2)C3)s1
 : -145 | 39
COc1ccc2[nH]c(=O)c(CN(C(=O)c3ccccn3)c3ccccc3)cc2c1
 : -11 | 48

Three compounds from above, sorted by molecular weight, smallest number first:
compound	mHtt clearance	mHtt clearance grain fraction
CCc1cc(C(=O)Cc2nc3ccccc3[nH]2)c(O)cc1O	-16	24
N#Cc1nc(Cc2cccc3ccccc23)oc1NCc1ccco1	-13	49
CCOC(=O)c1oc2ccc(S(=O)(=O)N3CCOCC3)cc2c1C	-64	55

(cont.)
compound	mHtt clearance	mHtt clearance grain fraction
COC(=O)Nc1snnc1C	55	17
COc1ccccc1Cc1noc(COc2cccc(C)c2C)n1	11	16
O=S(=O)(c1cccs1)N1CCCc2ccccc21	1	35
O=C1CCCc2nc(NCc3ccco3)ncc21	-57	33
Cc1ccc(CNC(=O)c2cc3c(-c4ccc(Cl)cc4)nn(C)c3s2)o1	20	40
O=C(C(Cc1ccccc1)n1cccc1)N1CCN(c2cccc(Cl)c2)CC1 (centres undefined)	-14	52
CCOC(=O)c1c(N)ssc1=S	-43	61
CC(C)N(Cc1nc(-c2ccc(Cl)cc2)no1)C(=O)c1cccs1	34	26
COC(=O)c1cc(NC(=O)CC2NC3CCCCC3NC2=O)cc(C(=O)OC)c1 (centres undefined)	30	31
COc1ccccc1-c1ccc(=O)n(CC(=O)NC(C)(C)C)n1	-8	37
Cc1nn(C)c(C)c1S(=O)(=O)N(CC(=O)NCCCOC(C)C)c1ccc(C(C)C)cc1	10	36

Screens from PubChem.
